PLK1 PBD block: blocks phosphopeptide binding to human PLK1 polo-box domain; P53350; Plk1 PBD binding of FITC phosphopeptide, fluorescence polarization; Potency, µM, inactives show max response, negative = inhibition, hits mostly inhibitors; 2.8% of 360,000 active; AID 720504; also: potency is read from the fitted curve at half-maximal effect; series mostly up to about 57 µM; % is scaled to controls: 0 for no effect and ±100 for the full control effect; nearly all actives have a fitted effect of over 65% in size
PI5P4Ka inh: blocks human PI5P4K alpha kinase activity | P48426 | PI5P4Kalpha enzyme, ADP-Glo luminescence, 60 min; stronger effect = lower value | max response, % | 1.2% of 330,000 active | AID 652105; active = max response of -50% or lower; inconclusive = between -30% and -50%; inactive = -30% or higher; also: value at the top dose of about 77 µM; % is scaled to controls: 0 for no effect and ±100 for the full control effect
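ADP-Glo luminescence end-point read after a 60 min room-temperature kinase reaction of PI5P4Kalpha plus substrate, initiated with ATP at 5 microM final. Buffer: 0.038 M HEPES pH 7.4, EGTA, 0.1% CHAPS, 5% DMSO.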
IL2 activator: activates IL-2 in a cell-based reporter assay | 0.065% of 360,000 active | IL-2 activation reporter assay, cell-based qHTS; stimulated with anti-CD3/CD4/CD28 beads; in transgenic mouse T cells | AID 652025 | activation, % (series mostly up to about 46 µM); in the data active = activation above about 50%; inconclusive = mostly about 30% to 49%; also: 0% is about no effect
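First, unstimulated transgenic mouse T cells were exposed to compound for 60 min. Next, anti-CD3/anti-CD4-coated beads with anti-CD28 were added. Finally, after 18 h at 37 degrees C, EGFP and DsRed were imaged.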
PTHR1 agonist: agonists of human PTHR1 parathyroid hormone receptor. 0.075% of 410,000 active. Potency, µM (highest dose often 115 µM), for the others: at the top dose activation, hits mostly activators. Q03431. HEK293 GP2 PTHR1 cells, GloSensor cAMP luminescence, 1 h; also: potency is read from the fitted curve at half-maximal effect; nearly all actives have a fitted effect of over 55% in size; some results filed as inactive show a strong effect at the top dose; inactives centre near -15; many of its hits are not listed in these tables
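HEK-293-derived GP2 cells expressing PTHR1 and a GloSensor cAMP reporter, 3,000/well, plated overnight, given luciferin plus IBMX (each 0.5 mM as added) for 1 h at 37 °C, then compound for 1 h at 37 °C. Luminescence was read after 15 min at room temperature.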
EPAC1 antagonist: blocks human EPAC1 exchange factor; EPAC1 GEF assay, Rap1b-BODIPY-GDP exchange fluorescence; Potency, µM (titrated, usually from 115 µM), inactives show at the top dose activity change, negative = inhibition, usual class: inhibitors; 0.14% of 360,000 active;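 also: potency is read from the fitted curve at half-maximal effect; plate controls were vehicle for no effect and positive control for full effect; nearly all actives have a fitted effect of over 50% in size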
Target sequence (O95398 whole entry, looked up): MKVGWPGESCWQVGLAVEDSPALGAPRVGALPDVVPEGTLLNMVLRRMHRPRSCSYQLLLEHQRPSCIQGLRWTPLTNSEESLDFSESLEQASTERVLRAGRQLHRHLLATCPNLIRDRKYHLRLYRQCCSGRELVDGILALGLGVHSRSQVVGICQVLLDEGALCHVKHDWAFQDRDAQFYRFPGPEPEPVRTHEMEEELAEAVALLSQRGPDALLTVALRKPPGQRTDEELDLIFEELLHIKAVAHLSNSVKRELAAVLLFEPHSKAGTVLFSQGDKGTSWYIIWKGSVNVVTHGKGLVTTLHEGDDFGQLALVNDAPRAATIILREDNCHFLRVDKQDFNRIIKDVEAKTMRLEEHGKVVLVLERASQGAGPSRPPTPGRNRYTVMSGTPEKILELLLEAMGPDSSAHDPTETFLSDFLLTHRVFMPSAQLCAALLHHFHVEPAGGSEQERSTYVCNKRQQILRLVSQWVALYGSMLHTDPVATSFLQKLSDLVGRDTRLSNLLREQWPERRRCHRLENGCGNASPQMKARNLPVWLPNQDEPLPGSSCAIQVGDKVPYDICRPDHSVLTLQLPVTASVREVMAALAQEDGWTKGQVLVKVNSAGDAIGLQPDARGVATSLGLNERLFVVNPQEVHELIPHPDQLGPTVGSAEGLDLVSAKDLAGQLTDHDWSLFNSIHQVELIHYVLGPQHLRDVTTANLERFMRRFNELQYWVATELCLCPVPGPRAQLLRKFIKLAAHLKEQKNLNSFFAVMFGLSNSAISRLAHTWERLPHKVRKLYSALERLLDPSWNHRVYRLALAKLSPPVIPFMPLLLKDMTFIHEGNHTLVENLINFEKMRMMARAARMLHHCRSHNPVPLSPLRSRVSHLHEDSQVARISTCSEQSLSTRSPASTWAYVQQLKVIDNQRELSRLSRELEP
GLP-1R inv ag: GLP-1 receptor (human) inverse agonism; P43220; HEK293 GLP-1R CRE-luciferase, luminescence, 24 h; GLP-1R form is constitutively active; Potency, µM (series often up to 38.3 µM), without a hit: at the highest dose activity change, negative = inhibition, most hits filed as inhibitors; 1.6% of 410,000 active; AID 624417; also: potency is read from the fitted curve at half-maximal effect; % is scaled to controls: 0 for no effect and ±100 for the full control effect; nearly all actives have a fitted effect of over 55% in size
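Assay principle: reduced luminescence from a cAMP-responsive reporter in HEK293 cells co-expressing a constitutively active GLP-1R. Conditions: 24 hr compound incubation, 37 deg C, 5% CO2.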
HEK293 tox: cytotoxicity in counter-screen for GLP-1R inverse agonists. Potency, µM (doses to about 38.3 µM), for the others: top-dose activity change, negative = inhibition, hits mostly inhibitors. 0.13% of 410,000 active. HEK293 cAMP-luciferase reporter cells, luminescence, 24 h;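 also: loss of luciferase light is scored as toxicity; potency is read from the fitted curve at half-maximal effect; % is scaled to controls: 0 for no effect and ±100 for the full control effect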
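Cells in DMEM/10% Nu serum/1% pen-strep, 1536-well format. Pre-incubated 12 h, dosed with 23 nL compound, incubated a further 24 h. Luciferase detection, 12 min at room temp, luminescence.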
EPAC1 ag: activates human EPAC1 exchange factor; EPAC1 agonist qHTS, biochemical assay; response scale: 100% = response to 6.5 mM cAMP; Potency, µM (titrated, usually from 154 µM), without a hit: top-dose activation, actives largely listed as activators; 0.073% of 360,000 active; also: potency is read from the fitted curve at half-maximal effect; nearly all actives have a fitted effect of over 60% in size
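EPAC1 100 nM, Rap1B–BODIPY-GDP 250 nM, unlabeled GDP 50 uM; compound titration; 5 min RT; kinetic read ex480/em540 at 5-min intervals ×30 min; data normalized to 6.5 mM cAMP agonist control.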
GLP1R ag: agonists of human GLP-1 receptor; HEK293 GLP-1R CRE-luciferase, luminescence, 4-6 h; cells express a hypersensitive GLP-1R form; Potency, µM (highest dose often 45.6 µM), without a hit: at the highest dose activation, hits mostly activators; 0.007% of 380,000 active; AID 624172; also: potency is read from the fitted curve at half-maximal effect; % of control where 0% means no effect
Active calls of the source: *; i = inactive; ? = inconclusive; . = no result given; [ ] = remark or other dose. Unless noted, calls follow the shape of the dose curve; as a rule, active = well fitted curve in the direction sought with a large enough effect; inconclusive = small, poorly fitted or top-dose-only effect, or another doubt; inactive = no such curve, though single readings can be large; an effect the other way counts as inactive or inconclusive. An excerpt, so the mix of outcomes need not match the whole.

SMILES	PLK1 PBD block	PI5P4Ka inh	IL2 activator	PTHR1 agonist	EPAC1 antagonist	GLP-1R inv ag	HEK293 tox	EPAC1 ag	GLP1R ag
Cc1cc(C(=O)COC(=O)c2ccc[nH]c2=O)c(C)n1CCc1ccc(F)cc1	-13%	2	-1.7	i	4%	-11%	2%	8%	0%
Cc1cccc(-n2cc(C(=O)O)c(=O)cc2C)c1	-2%	1	-0.5	i	-9%	2%	-6%	0%	-2%
CCOc1ccc(C2C(C#N)=C(N)Oc3cc(C)n(CCN4CCOCC4)c(=O)c32)cc1OCC (configuration not stated)	-9%	3	-0.4	-5%[57.5 µM]	-8%	9%	15%	-3%	-1%
C[C@@H]1CC[C@H](Cc2ccc(-n3cccc3)cc2)N1C(=O)OC(C)(C)C	-2%	16	-2.4	-61%[inhibitor]	-6%	?	-20%	-10%	9%
O=C(Nc1ccc(NC(=O)c2ccccc2Br)cc1)c1ccccc1	-5%	-6	0.6	-18%	11%	3%	-8%	10%	-3%
CCCCc1ccc(NC(=O)C2(C)Cc3ccccc3C(=O)O2)cc1 (configuration not stated)	.	.	.	i	.	?	-6%	.	5%
OC(CSc1ccccc1Cl)CN1CCN(c2ccccc2F)CC1 (configuration not stated)	0%	.	-0.6	-33%[inhibitor]	-3%	-28%	-15%	17%	-2%
O=C(Nc1c(-c2ccccc2)[nH][nH]c1=O)c1ccco1	-5%	0	0.7	i	-2%	31%[activator]	3%	8%	9%
CCN1CCCC1CNC(=O)c1cc([N+](=O)[O-])c(N(C)C)cc1OC (configuration not stated)	-15%	0	0.1	i	-11%	17%	-14%	7%	9%
CCS(=O)(=O)CCSc1nc2ccccc2s1	?	1	0.3	-1%[57.5 µM]	-7%	-1%	-5%	0%	7%
N#CCC(=O)Nc1ccc(C(=O)OC(C(=O)Nc2ccc([N+](=O)[O-])cc2Br)c2ccccc2)cc1 (configuration not stated)	3%	?	0.3	-1%	9%	?	-25%	7%	17%
CCN(CC)C(=O)C1CCCN(Cc2cccc(Cl)c2)C1 (configuration not stated)	-17%	-1	-0.5	-2%	2%	10%	-6%	7%	5%
Cc1ccc(S(=O)(=O)CCSc2n[nH]c(=O)n2-c2ccc3c(c2)OCCO3)cc1	-2%	1	-2.2	-14%	-6%	?	-3%	-1%	-2%
CCCc1[nH]n(-c2ccc([N+](=O)[O-])cc2)c(=O)c1C=NCCCn1ccnc1	-17%	3	-0.5	25%	-14%	3%[7.66 µM]	-11%[7.66 µM]	-10%	6%
CCCn1c(=O)c(C(=O)NNC(=O)c2ccc(Cl)cc2Cl)c(O)c2ccccc21	-5%	-16	-0.6	i	9%	11%	-1%	-11%	-1%
CC(C)(C)c1ccc(OCCCC(=O)Nc2nnc(C3CC3)s2)cc1	-6%	3	1.0	i	-5%	-13%	0%	-2%	3%
COc1cc(C(=O)NCC(=O)NNC(=O)C2COc3ccccc3O2)cc(OC)c1OC (configuration not stated)	5%	0	-0.7	-22%	-4%	0%	-13%	-8%	-4%
CCN(c1cccc(C)c1)S(=O)(=O)c1ccc(OC)c([N+](=O)[O-])c1	-8%	-6	-0.4	-17%	-30%	-11%	-1%	-6%	3%
COc1ccccc1OCCn1cc(/C=C(\C#N)C(=O)NCc2ccco2)c2ccccc21	-14%	4	0.6	-12%	-2%	4%	7%	19%	?
CC(C)CN1CCC(=O)N([C@H](CN=[N+]=[N-])Cc2ccccc2)CC1	3%	-5	1.9	i	8%	15%	3%	-6%	-5%
O=C(CCNC(=O)Cn1ccc2ccccc2c1=O)NCCN1CCN(c2ccccc2F)CC1	-2%	-1	-0.5	i	-6%	0%	-8%	-6%	-4%
CCCCN(CC)C(=O)C1CCCN(S(=O)(=O)c2cccc3nsnc23)C1 (configuration not stated)	-15%	-4	-4.6	i	1%	?	-4%	-7%	-1%
CCOC(=O)c1sc(NC(=O)CN(CC(C)C)CC(C)C)c(C(=O)OCC)c1C	-1%	6	-0.5	-11%[57.5 µM]	0%	-3%	-14%	-2%	-4%
O=C(Nc1nc2ccccc2s1)c1cc(-c2ccccc2)nn1-c1ccccc1	-3%	13	-3.1	-16%	2%	?	-7%	7%	-15%
COC(=O)c1ccccc1S(=O)(=O)N1CCC(C(=O)NC2=NCCS2)CC1	-6%	6	0.0	30%	-10%	-7%	1%	9%	-3%
CCNc1nc(NCC)nc(Oc2ccc(C(=O)OC)cc2)n1	-13%	3	0.7	6%	-6%	22%	5%	0%	27%
Cn1c(=O)c2c(nc(N/N=C3\CCCc4ccccc43)n2Cc2ccc(F)cc2)n(C)c1=O	-19%	5	-4.1	-24%	-9%	5%	2%	0%	0%
CC(C)OC(=O)c1cccnc1SCc1cc(=O)n2ccccc2n1	-25%	.	-2.0	i	-3%	-5%	-7%	5%	1%
COC(=O)[C@]1(C)N[C@H](CN(C)C(=O)Nc2ccc(OC)cc2)[C@@H]2C(=O)N(Cc3ccccc3)C(=O)[C@@H]21	-10%	3	-0.1	i	8%	15%	-2%	-17%	-1%
CCOc1ccc(NC(=O)CSc2nc(C)cc(C)n2)cc1	3%	.	-3.0	29%[57.5 µM]	-2%	220%[activator]	5%	3%	8%
COc1ccc(C/C(C)=N/NC(=S)Nc2ccc(C(C)C)cc2)cc1	-14%	-7	-1.3	i	5%	?	?	1%	-2%
CSCCCN1CCCC(CO)(Cc2ccccc2F)C1 (configuration not stated)	-14%	-2	-0.2	12%	-11%	-18%	10%	-9%	-2%
C#CCN1N=C(c2ccc(C)cc2)CSC1=O	-4%	-1	-0.4	i	-11%	3%	5%	-3%	16%
COc1cc(F)ccc1-c1cc(C(=O)NCC2CCCCC2)[nH]n1	1%	-10	-0.5	i	-20%	?	-8%	-4%	9%
Cc1ccc2cc(C(c3nnnn3Cc3ccccc3)N3CCN(c4ccccc4)CC3)c(=O)[nH]c2c1 (configuration not stated)	-1%	.	1.3	-10%[57.5 µM]	-3%	?	0%	10%	-13%
CN(C(=O)c1cccc(NC(=O)Cc2ccc(NC(=O)C3CCCN(C(=O)C4CC4)C3)cc2)c1)C1CC1 (configuration not stated)	-8%	-1	-0.1	-25%	-5%	2%	2%	-3%	7%
COc1ccc(CCN(C)C(=O)c2cc(=O)c3ccccc3o2)cc1OC	-3%	4	1.4	-37%[inhibitor]	7%	16%	18%	5%	18%
Cn1c(Cn2nnc3ccccc32)nnc1SCC(=O)N1c2ccccc2CCc2ccccc21	-10%	.	-0.5	i	2%	-1%	-20%	1%	-2%
COc1ccccc1-c1cn(CC[C@@H]2CC[C@H](NC(=O)C3CCC3)[C@@H](CO)O2)nn1	-17%	3	-0.2	2%	-21%	-8%	3%	6%	.
CCOC(=O)c1sc2nc(C)nc(SCC(=O)NC3CCS(=O)(=O)C3)c2c1C (configuration not stated)	-4%	-10	1.3	-17%	-24%	5%	-4%	-10%	-3%
CC(=O)Nc1nn(C)c2nc3ccc(C)cc3cc12	-8%	-2	2.0	-6%	-3%	17%	81%[activator]	4%	8%
COC(=O)c1ccc(COc2ccc(/C=N/Nc3cccc(C(=O)O)c3)cc2)cc1	?	-24	-1.9	-26%	-2%	-18%	-4%	5%	-6%
O=C(Oc1ccccc1)N1CCN(C(=O)c2ccco2)CC1	-9%	9	-1.0	-6%	?	-4%	7%	-2%	3%
Cc1cccc(NC(=O)CCNS(=O)(=O)c2ccc3c(c2)CCCC(=O)N3)c1C	.	.	.	-1%	.	4%	-5%	.	-3%
COC(=O)NCC(C)OC(=O)Nc1ccc(Cl)cc1 (configuration not stated)	-15%	0	1.5	-19%	6%	4%	4%	7%	18%
COc1cccc(C2Oc3ccccc3C3CC(c4cccs4)=NN32)c1 (configuration not stated)	8%	16	-0.2	-6%	-14%	-29%	10%	3%	7%
O=C(NC1CCCC1)C(c1ccccc1)N(Cc1cccnc1)C(=O)Cc1cccs1 (configuration not stated)	-5%	1	0.6	i	8%	-18%[0.307 µM]	3%[0.307 µM]	-3%	1%
CC(=O)Nc1ccc2c3c(ccc([N+](=O)[O-])c13)CC2	-2%	-15	-0.9	-13%	-2%	1%	-9%	-7%	-6%
COc1ccc(C(C[N+](=O)[O-])c2c(C)cc3ccccn23)c(OC)c1 (configuration not stated)	-6%	-7	-0.9	-33%[inhibitor]	-5%	?	-22%	3%	-4%
NC(=O)N/N=C1\c2ccccc2-c2c(C(N)=O)cccc21	-11%	-2	-2.5	?	0%	6%	-23%	-6%	-5%

Going on with the list.
SMILES	PLK1 PBD block	PI5P4Ka inh	IL2 activator	PTHR1 agonist	EPAC1 antagonist	GLP-1R inv ag	HEK293 tox	EPAC1 ag	GLP1R ag
Cc1c(N(C)C(=O)COc2ccc3ccccc3c2)c(=O)n(-c2ccccc2)n1C	-9%	0	-2.8	1%	17%	-16%	5%	-6%	-1%
Cc1nc(C(F)(F)F)ccc1C(=O)N1CCCC(C(=O)O)CC1 (configuration not stated)	-1%	3	2.9	i	0%	18%	6%	-13%	3%
COc1cc(CN2CCNC(=O)C2CC(=O)O)cc(OC)c1 (configuration not stated)	-8%	5	0.0	-2%	-7%	17%	6%	10%	6%
COc1ccc(-c2nnc3ccc(SCc4ccccc4)nn23)cc1	-10%	2	-2.2	i	0%	7%	-3%	-6%	10%

Entries of single compounds, looked up by structure. Values in the order: PLK1 PBD block	PI5P4Ka inh	IL2 activator	PTHR1 agonist	EPAC1 antagonist	GLP-1R inv ag	HEK293 tox	EPAC1 ag	GLP1R ag
Profile of Cc1c(N(C)C(=O)COc2ccc3ccccc3c2)c(=O)n(-c2ccccc2)n1C → -9%	0	-2.8	1%	17%	-16%	5%	-6%	-1%
Profile of COc1ccc(-c2nnc3ccc(SCc4ccccc4)nn23)cc1 → -10%	2	-2.2	i	0%	7%	-3%	-6%	10%
Profile of COc1cc(CN2CCNC(=O)C2CC(=O)O)cc(OC)c1 (configuration not stated) → -8%	5	0.0	-2%	-7%	17%	6%	10%	6%

High-throughput results (PubChem BioAssay)
